XBP1 UPR activ: adaptive UPR (XBP1) activation. CHO-XBP1 luciferase reporter, IRE1-XBP1 UPR activation, luminescence; percent of tunicamycin response, DMSO as zero. activation, % at 20 µM. hit rate 0.33% among 330,000. AID 463104;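 active means versus positive control, 20 µM dose yields 30% or more activation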;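 further: 100% = tunicamycin at 10 µg/mL and 0% = DMSO only wells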
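incubation = overnight seeding at 37 °C, 6 h compound treatment at 37 °C | assay system = CHO-XBP1 cells stably carrying IRE1-XBP1-driven luciferase reporter | input = 1000 cells per well | detection = luciferase luminescence | dosing = single point, 20 µM final compound, 1% DMSO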
tim23-1 inh: inhibits growth of tim23-1 mutant yeast; AID 463212; inhibition, % at 20 µM; hit rate 1.3% among 330,000; S. cerevisiae tim23-1 growth, BacTiter-Glo luminescence, 24 h;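 active means growth inhibition of the mutant yeast at or above 50%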;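 further: temperature-sensitive mutant grown at 25 °C; plate controls were DMSO-treated mutant yeast for no effect and medium wells lacking yeast for full effect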
Mdm2 MdmX PPI: inhibitors of human Mdm2/MdmX interaction; O15151+Q00987; SaOS-2 split-luciferase Mdm2/MdmX complementation, luminescence; inhibition, % at 8 µM; hit rate 3% among 330,000;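 active means inhibition of at least 50% at 8 µM in the primary screen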
APJ antag: blocks the human apelin receptor APJ | CHO-K1 APJ beta-arrestin complementation, luminescence | inhibition, % at 20 µM | hit rate 0.32% among 330,000;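 active means inhibition above about 40% at 20 µM, limit read from the data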;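 further: cells challenged with 10 nM apelin-13 agonist together with compound; plate controls were apelin-13 plus DMSO wells for no effect and DMSO wells lacking apelin-13 for full effect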
Target sequence (P35414 whole entry, looked up): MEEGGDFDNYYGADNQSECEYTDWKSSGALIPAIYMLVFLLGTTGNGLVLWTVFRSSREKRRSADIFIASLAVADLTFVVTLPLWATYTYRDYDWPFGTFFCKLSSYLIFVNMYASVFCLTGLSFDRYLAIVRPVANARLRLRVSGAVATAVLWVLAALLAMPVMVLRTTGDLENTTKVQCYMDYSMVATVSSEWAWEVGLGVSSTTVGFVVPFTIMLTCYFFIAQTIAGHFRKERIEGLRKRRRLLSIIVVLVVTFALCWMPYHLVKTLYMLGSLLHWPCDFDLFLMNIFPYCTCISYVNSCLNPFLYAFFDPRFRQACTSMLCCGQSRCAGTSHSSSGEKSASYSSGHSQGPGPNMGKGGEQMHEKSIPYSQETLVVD
CHOP UPR activ: apoptotic UPR (CHOP) activation | AID 449763 | hit rate 0.34% among 330,000 | activation, % at 10 µM | CHO-CHOP luciferase reporter, luminescence; percent of tunicamycin response over DMSO baseline;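 active means at 10 µM dose, activation of 40% or more, normalized to positive control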;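 further: 100% = tunicamycin at 10 µg/mL and 0% = DMSO alone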
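assay system = CHO CHOP reporter cells | amount = 500 CHO-CHOP cells per well | buffer or medium = F12 with 10% FBS | incubation = 16-18 h cell attachment, then 6 h compound exposure, 37 °C | detection = luminescence read with Steady-Glo | read-out = percent activation relative to tunicamycin control | controls = tunicamycin high control, DMSO low control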
TIM10 inh: growth inhibitors of TIM10 yeast strain; S. cerevisiae TIM10 strain growth, BacTiter-Glo luminescence, 24 h; hit rate 1.4% among 330,000; inhibition, % at 10 µM;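 active means inhibition of 40% or more at the single tested concentration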;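 further: wild-type TIM10 isogenic control strain grown at permissive 25 °C; 0% = DMSO yeast wells and 100% = minimal medium wells without yeast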
tim10-1 inh: tim10-1 yeast growth inhibition; inhibition, % at 20 µM; AID 463190; hit rate 2.2% among 330,000; S. cerevisiae tim10-1 ts strain growth, BacTiter-Glo, 24 h;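 active means inhibition of at least 40%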;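 further: mutant grown at 25 °C; 0% = DMSO wells with yeast and 100% = wells holding no yeast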
APJ ag: agonists of human APJ apelin receptor. P35414. CHO-K1 APJ PathHunter beta-arrestin, luminescence; 0% DMSO wells, 100% apelin. activation, % at 20 µM. hit rate 0.11% among 330,000;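 active means activation more than six SD over the plate average, tested at 20 µM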;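 further: 0% = DMSO alone and 100% = apelin-13 at 10 nM; some results filed as inactive read as strong as hits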
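Incubation: overnight seeding, 90 min compound at 25 °C, 1 h detection; test system: PathHunter CHO-K1 APJ (AGTRL-1) beta-arrestin reporter cells; amount: 1000 cells/well; doses: one dose, 20 µM compound, 1% DMSO; measured by: beta-gal luminescence; measure: agonist-driven arrestin binding to APJ; benchmarks: negative DMSO alone, positive Apelin-13 at 10 nM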
CXCR6 block: CXCR6 (human) receptor inhibition; hit rate 0.36% among 360,000; O00574; inhibition, % at 20 µM; CHO-K1 PathHunter CXCR6 beta-arrestin, luminescence; in the data active means inhibition above about 34%, passing the limit was not always enough;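 further: antagonist mode with CXCL16 agonist at 10 nM final; 0% = 10 nM CXCL16 with DMSO and 100% = unstimulated wells without agonist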
Target sequence (O00574 whole entry, looked up): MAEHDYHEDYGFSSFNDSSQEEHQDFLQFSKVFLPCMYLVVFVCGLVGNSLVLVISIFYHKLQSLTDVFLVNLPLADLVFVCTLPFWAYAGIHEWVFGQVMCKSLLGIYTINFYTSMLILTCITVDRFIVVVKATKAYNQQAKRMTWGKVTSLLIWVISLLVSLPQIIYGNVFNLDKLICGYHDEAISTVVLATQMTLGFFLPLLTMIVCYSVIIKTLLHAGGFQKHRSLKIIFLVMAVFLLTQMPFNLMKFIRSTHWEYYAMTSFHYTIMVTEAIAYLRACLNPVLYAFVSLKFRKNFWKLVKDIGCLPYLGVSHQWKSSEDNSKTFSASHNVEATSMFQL
Active calls of the source: *; . = not tested or not shown. Not all compounds are listed (hit frequency here may not be typical).

SMILES	XBP1 UPR activ	tim23-1 inh	Mdm2 MdmX PPI	APJ antag	CHOP UPR activ	TIM10 inh	tim10-1 inh	APJ ag	CXCR6 block
CC(C)c1ccc(OCC(O)CN2CCN(c3ccccn3)CC2)cc1 (stereo unspecified)	-5	-28	9	16	-0.5	-44	-38	-2	-2
O=C(COc1cccc(-n2cnnn2)c1)Nc1ccccc1	3	10	-3	19	0.7	15	12	-1	0
COc1ccc(CCNC(=O)CNCC2CCCO2)cc1OC (stereo unspecified)	-5	0	0	0	1.5	1	-4	-3	3
O=C(CCNC(=O)c1ccccc1Cl)Nc1cc(C(F)(F)F)ccc1N1CCCC1	-2	1	22	-14	-0.8	1	1	-1	-4
COc1ccc(C(=O)c2sc(Nc3ccccc3)nc2N)cc1OC	7	10	45	-7	1.3	25	3	-3	-9
C=C(C)c1cccc(C(C)(C)NC(=O)Nc2ccc(Cl)cn2)c1	-1	24	-3	1	1.1	16	27	-1	-8
Cn1nccc1C(=O)N1CCCC(N2CCN(Cc3ccc4c(c3)OCO4)CC2)C1 (stereo unspecified)	-2	-9	-1	20	-1.7	-2	-6	-1	-9
N/C(=N\c1nc(C(F)(F)F)cc(=O)[nH]1)Nc1ccc(Cl)cc1	-1	-2	31	3	-1.7	-15	0	-1	.
CCCCCc1ccc(OCCC[n+]2ccccc2)c(CCCCC)c1	5	-133	89*	29	0.2	4	13	-6	0
CC(C)(C)NC(=O)/C(=C/c1ccco1)c1ccccc1	6	5	11	9	0.5	-16	3	-4	4
COc1ccc(-c2ccc(C(=O)O)c(=O)[nH]2)cc1	-4	5	-22	-3	-1.2	3	8	-2	-2
O=C(Nc1c(Cl)cc(Cl)cc1C(=O)NCC1CCCO1)c1ccco1 (stereo unspecified)	2	8	1	26	0.8	8	16	-2	0
COc1ccc(CN(C)C(=O)Cc2ccc(OC)c(S(=O)(=O)N3CCOCC3)c2)cc1OC	-1	-122	2	10	0.8	-59	-74	-6	-5
O=C(Nc1ccccc1F)C1CCN(S(=O)(=O)c2cccnc2)CC1	-5	-5	-3	12	1.1	6	6	2	-3
CC(C)CN(CC(C)C)CC(O)CN(c1ccccc1)S(=O)(=O)c1ccccc1[N+](=O)[O-] (stereo unspecified)	-2	33	31	-7	0.8	-15	6	-3	13
O=C(Cn1nnc(-c2ccccc2)n1)N1CCN(S(=O)(=O)c2ccc(Cl)cc2)CC1	-2	-4	5	14	1.1	11	16	-4	1
COc1cc(OC)c(C2Nc3ccccc3NC3=C2C(=O)CC(C)(C)C3)cc1OC (stereo unspecified)	3	8	16	-29	0.1	-4	-13	-2	2
CC(C)C(OC(=O)c1nsc(Cl)c1Cl)C(=O)NCc1ccc2c(c1)OCO2 (stereo unspecified)	-4	28	24	-5	-2.2	13	31	-5	10
O=c1c2oc3ccccc3c2ncn1Cc1ccccc1Cl	1	23	-4	10	2.0	35	27	-6	-2
COc1ccc(NS(=O)(=O)c2cc(NC(=O)c3cc(=O)c4ccccc4o3)ccc2OC)cc1	-1	9	6	4	-1.0	-2	12	-4	-12
CCC(C)N(C(=O)Cn1nnc(-c2ccc(Cl)cc2)n1)C1CCS(=O)(=O)C1 (stereo unspecified)	-4	0	-2	-10	-0.2	6	-14	-2	-2
S=c1[nH]nc(-c2cccs2)n1/N=C/c1cn(-c2ccccc2)nc1-c1ccc(Cl)cc1	6	-5	15	-2	0.0	7	-5	-3	16
Cc1nc2ccccc2c2c1C(=O)N(C(C)C)C2=O	1	7	23	-7	-2.3	10	-4	-6	-1
Cc1nnc(SCC(=O)Nc2ccccc2)[nH]c1=O	-3	-8	12	1	-1.2	-6	-16	-4	-2

Part of the list above, with values under each structure.
Second line of a record – XBP1 UPR activ, tim23-1 inh, Mdm2 MdmX PPI, APJ antag, CHOP UPR activ, TIM10 inh, tim10-1 inh, APJ ag, CXCR6 block
> S=c1[nH]nc(-c2cccs2)n1/N=C/c1cn(-c2ccccc2)nc1-c1ccc(Cl)cc1
 : 6, -5, 15, -2, 0.0, 7, -5, -3, 16
> Cc1nc2ccccc2c2c1C(=O)N(C(C)C)C2=O
 : 1, 7, 23, -7, -2.3, 10, -4, -6, -1

The list goes on:
SMILES	XBP1 UPR activ	tim23-1 inh	Mdm2 MdmX PPI	APJ antag	CHOP UPR activ	TIM10 inh	tim10-1 inh	APJ ag	CXCR6 block
O=C(c1ccc(=O)[nH]n1)N1CCN(S(=O)(=O)c2ccc3ccccc3c2)CC1	0	3	6	1	1.7	-2	12	-3	-7
N=C1C(c2nc3ccccc3s2)=C(O)CN1CCCO	-1	6	22	25	0.6	4	-2	0	0
O=C(OCc1nnc(-c2ccccc2)o1)c1cccc(S(=O)(=O)N2CCOCC2)c1	1	15	0	15	2.8	11	9	6	3
C=CCOc1ccc(CN(C)CC(O)COc2ccc(CCC(C)=O)cc2)cc1 (stereo unspecified)	4	4	5	3	1.4	1	-8	0	9
COc1ccc(Nc2nc3ccccc3nc2C)cc1	3	31	-8	10	0.5	23	22	-5	6
Cc1ccc(C(C)C)c(OCC(=O)NN=C(CCl)CCl)c1	-2	23	16	5	9.7	-20	4	-3	.
Cc1c(NC(=O)CN(c2ccccc2)S(=O)(=O)c2ccc(F)cc2)c(=O)n(-c2ccccc2)n1C	-4	-1	-5	-29	-0.4	-3	4	1	7
COc1ccc([C@H]2CC(=O)C=C(c3ccc4ccccc4c3)C2)cc1OC	0	10	11	3	-0.3	10	12	-4	10
COc1ccc(Nc2nnc(-c3ccncc3)s2)cc1Cl	-8	1	26	6	-2.6	0	16	-3	-5
N#Cc1c(NC(=O)c2ccc([N+](=O)[O-])o2)sc2c1CCC2	-5	58*	21	4	6.1	38	37	-5	13
O=C(NC1=NCCS1)C1CCN(S(=O)(=O)c2cc([N+](=O)[O-])ccc2Cl)CC1	-3	10	44	-9	-2.1	-9	3	5	-6
Cc1ccccc1OCCC(=O)OCC(=O)NC1CCCCC1	-4	4	22	0	-0.5	3	12	3	-3

3 of the entries above in order of their number in CXCR6 block, high to low.
| SMILES | CXCR6 block |
| --- | --- |
| O=C(OCc1nnc(-c2ccccc2)o1)c1cccc(S(=O)(=O)N2CCOCC2)c1 | 3 |
| COc1ccc(CN(C)C(=O)Cc2ccc(OC)c(S(=O)(=O)N3CCOCC3)c2)cc1OC | -5 |
| COc1ccc(C(=O)c2sc(Nc3ccccc3)nc2N)cc1OC | -9 |

Next compounds:
SMILES	XBP1 UPR activ	tim23-1 inh	Mdm2 MdmX PPI	APJ antag	CHOP UPR activ	TIM10 inh	tim10-1 inh	APJ ag	CXCR6 block
CN(C)CCNC(=O)c1ccc2c(c1)N(Cc1ccc(F)cc1)CCS2	5	16	35	52*	-2.3	11	12	-5	4
Cc1ccc(-n2nnc3c(=O)n(Cc4cc(C)ccc4C)cnc32)cc1	0	1	23	11	0.2	-8	0	-7	5
O=C(NNCC(O)COc1ccccc1)c1ccccc1 (stereo unspecified)	1	-1	-4	-1	1.6	7	13	-2	9
Cc1ccc(CNC2=NCCCCC2)n1C	-2	5	4	-27	-0.9	-3	2	0	-2
CCOc1ccc(N2C(=O)CC(N(CCc3ccc(OC)c(OC)c3)C(=S)Nc3ccccc3)C2=O)cc1 (stereo unspecified)	-2	16	8	-19	1.6	14	27	2	-5
CC(C)COP(=O)(OCC(C)C)C(O)c1ccccc1F (stereo unspecified)	0	10	-3	18	-0.6	13	5	-2	-6
CCCCCCCCCCCCCCCC(=O)OC[C@H](COP(=O)([O-])OCC[N+](C)(C)C)OC(=O)CCCCCCCCCCCCCCC	-8	1	-18	-3	-1.1	4	-18	-5	.
COc1ccc2cc3cc(C(=O)NCC4CCCO4)oc3nc2c1 (stereo unspecified)	3	9	-6	13	1.2	10	10	2	-2
COc1cccc(/C=N/n2c(-c3cccs3)n[nH]c2=S)c1	-2	39	12	-20	-2.5	6	32	2	-3
CC(C)(C)c1cc(C(=O)NNS(=O)(=O)c2ccccc2)n[nH]1	6	6	-12	2	0.2	6	19	-2	1
CCOc1ccc(C2CC(c3cccc(C)c3)n3nc(N)nc3N2)cc1 (stereo unspecified)	2	17	22	5	1.5	9	9	-5	10
O=C(c1cc(-c2ccccc2Cl)nc2ccccc12)N1CCN(c2ccccc2O)CC1	1	40	26	17	1.3	20	23	7	15

Part of the list above with just TIM10 inh, APJ antag and APJ ag.
molecule,TIM10 inh,APJ antag,APJ ag
Cc1ccc(-n2nnc3c(=O)n(Cc4cc(C)ccc4C)cnc32)cc1,-8,11,-7
CC(C)(C)c1cc(C(=O)NNS(=O)(=O)c2ccccc2)n[nH]1,6,2,-2
CCCCCCCCCCCCCCCC(=O)OC[C@H](COP(=O)([O-])OCC[N+](C)(C)C)OC(=O)CCCCCCCCCCCCCCC,4,-3,-5
COc1cccc(/C=N/n2c(-c3cccs3)n[nH]c2=S)c1,6,-20,2
CCOc1ccc(C2CC(c3cccc(C)c3)n3nc(N)nc3N2)cc1 (stereo unspecified),9,5,-5

(next part)
SMILES	XBP1 UPR activ	tim23-1 inh	Mdm2 MdmX PPI	APJ antag	CHOP UPR activ	TIM10 inh	tim10-1 inh	APJ ag	CXCR6 block
COc1ccc(C(=O)Nc2ccc(C(=O)Nc3cccc(C)c3)cc2)cc1	0	17	56*	14	2.4	2	5	-7	-3
Cn1c(CNc2ccc(F)cc2)nnc1SCC(=O)NNC(=O)Cc1ccccc1	1	4	7	10	-2.3	12	0	-3	-17
Cc1c(C=O)c2ccccn2c1C(=O)c1ccccc1Cl	4	7	40	3	0.1	-25	1	-3	0
COCCNC(=O)c1c[nH]c2ccc(S(=O)(=O)N3CCOCC3)cc2c1=O	-2	-5	24	-12	0.7	-2	-4	-3	-2
Cc1oc(-c2ccccc2Cl)nc1CSCC(=O)NC1CCCC1	2	16	31	14	2.4	1	25	-3	-2
O=C(N/N=C/c1ccc(Br)o1)c1ccc2c(c1)OCCO2	-1	37	-42	-3	5.1	56*	5	-4	10
CC(=O)Nc1ccc(S(=O)(=O)N2CCC(C(=O)NCCc3c[nH]c4ccccc34)CC2)cc1	-3	0	17	1	-1.6	-6	0	1	5
CC(C)c1ccc(CCNC(=O)c2ccc([N+](=O)[O-])cc2)cc1	-2	-15	6	-4	2.1	-1	17	-4	-12
CC(OC(=O)c1ccco1)C(=O)NCc1cccs1 (stereo unspecified)	3	12	-18	15	-2.2	-10	20	-3	12
COc1cc(CNCCc2ccccc2)cc(Cl)c1OCc1ccccc1	9	-4	78*	0	0.5	21	-24	-4	-3

Among those listed so far, these contain an aryl thioether with sulfur outside any ring.
SMILES	XBP1 UPR activ	tim23-1 inh	Mdm2 MdmX PPI	APJ antag	CHOP UPR activ	TIM10 inh	tim10-1 inh	APJ ag	CXCR6 block
Cc1nnc(SCC(=O)Nc2ccccc2)[nH]c1=O	-3	-8	12	1	-1.2	-6	-16	-4	-2
Cn1c(CNc2ccc(F)cc2)nnc1SCC(=O)NNC(=O)Cc1ccccc1	1	4	7	10	-2.3	12	0	-3	-17
